GCN5L2 inh: inhibitors of human GCN5L2 histone acetyltransferase; Q92830; GCN5L2 HAT assay, ThioGlo1 CoA-SH fluorescence; Potency, µM (doses to about 58.9 µM), for inactives: top-dose activity change, negative = inhibition, usual class: inhibitors; 390,000 tested, 0.21% active; AID 504327
Target sequence (Q92830 whole entry, looked up): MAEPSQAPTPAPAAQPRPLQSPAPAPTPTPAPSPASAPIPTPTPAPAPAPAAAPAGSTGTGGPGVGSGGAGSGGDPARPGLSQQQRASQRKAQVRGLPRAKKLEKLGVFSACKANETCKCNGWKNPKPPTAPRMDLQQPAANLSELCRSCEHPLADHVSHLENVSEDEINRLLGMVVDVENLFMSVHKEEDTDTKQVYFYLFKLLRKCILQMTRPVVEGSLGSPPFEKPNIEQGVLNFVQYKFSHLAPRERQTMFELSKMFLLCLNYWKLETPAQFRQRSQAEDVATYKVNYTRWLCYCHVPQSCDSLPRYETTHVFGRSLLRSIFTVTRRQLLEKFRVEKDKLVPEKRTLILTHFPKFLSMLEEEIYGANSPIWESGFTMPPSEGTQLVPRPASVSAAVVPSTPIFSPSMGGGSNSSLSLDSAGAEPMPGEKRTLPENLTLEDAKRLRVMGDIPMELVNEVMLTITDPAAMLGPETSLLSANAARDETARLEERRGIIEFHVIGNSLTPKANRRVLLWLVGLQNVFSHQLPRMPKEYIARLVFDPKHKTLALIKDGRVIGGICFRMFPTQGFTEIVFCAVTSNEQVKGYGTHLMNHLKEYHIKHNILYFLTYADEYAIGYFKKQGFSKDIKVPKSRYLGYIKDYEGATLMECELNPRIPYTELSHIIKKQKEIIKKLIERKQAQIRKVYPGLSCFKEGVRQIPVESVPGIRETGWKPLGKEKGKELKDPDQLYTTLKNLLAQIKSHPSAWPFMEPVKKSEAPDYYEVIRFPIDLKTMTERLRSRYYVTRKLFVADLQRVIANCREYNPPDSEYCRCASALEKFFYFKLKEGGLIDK
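Titration-based screen in which CoA formation is detected via maleimide probe ThioGlo1 (50uM) turning fluorescent on thiol reaction; substrates H3(1-25) 75uM and acetyl-CoA 70uM, GCN5L2 20nM, 20 min incubation at room temperature.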
N370S GC mod: inhibitors or activators of N370S glucocerebrosidase for Gaucher disease | P04062 | N370S GC spleen homogenate, 4MU-glucoside fluorescence | Potency, µM (top dose mostly 59.4 µM), inactives show at the highest dose activity change, negative = inhibition, most hits filed as inhibitors | 330,000 tested, 0.092% active;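 also: 0% = full enzyme activity and -100% = no enzyme basal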
FEN1 inhibitor: inhibitors of human flap endonuclease 1; P39748; Recombinant FEN1 flap cleavage, fluorescence, 15 min; Potency, µM (highest dose often 114 µM), inactives show top-dose activity change, negative = inhibition, actives largely listed as inhibitors; 390,000 tested, 0.35% active; AID 588795; also: nearly all actives have a fitted effect of over 65% in size
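FEN1 at 10 nM preincubated with compounds 15 min at room temperature, then flap DNA substrate added at 50 nM final. Signal read at 0 and 15 min; concentration-response fitted with four-parameter Hill equation.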
The depositor's hits bear a star; ? = inconclusive; nt = no result given; & = joins results of further samples; [ ] = another dose, or the depositor's remark. Calls follow the shape of the dose curve; as a rule, active = well fitted curve in the direction sought with a large enough effect; inconclusive = small, poorly fitted or top-dose-only effect, or another doubt; inactive = no such curve, though single readings can be large; an effect the other way counts as inactive or inconclusive. Unless noted, % is scaled to controls: 0 for no effect and ±100 for the full control effect; potency is read from the fitted curve at half-maximal effect. Only part of the results is shown. The share of hits here may be higher or lower than overall.

Every second line gives: GCN5L2 inh	N370S GC mod	FEN1 inhibitor
CN(/N=C/c1ccc(N(C)C)cc1)C1=NS(=O)(=O)c2ccccc21
→ 1%	1%	-2%
N#Cc1ccccc1Cn1c(=O)n(-c2cccc(C(F)(F)F)c2)c(=O)c2sccc21
→ 1%	nt	-6%
Cc1ccc(NC(=O)c2cnn(-c3ccccc3)c2NC(=O)c2ccco2)cc1C
→ -2%	19%	-3%
Cc1ccc(S(=O)(=O)c2nnn(-c3cccc(F)c3)c2N)cc1
→ -5%	4%	-2%
COC(=O)c1ccc(Oc2cc(C)nc(NCc3ccccc3)n2)cc1
→ 3%	2%	-7%
Cc1cccc(C)c1NC(=S)N/N=C1\CC2CC=CC12 (stereo not given)
→ -1%	0%	-4%
NS(=O)(=O)c1cc(C(=O)N2CCc3ccccc32)c(Cl)cc1Cl
→ -10%	-1%	-3%
CC(C)(C)c1ccc(OCc2ccc(C(=O)NCc3cccnc3)o2)cc1
→ -4%	8%	4%
CCN1C(=O)N[C@H](c2ccc(Br)cc2)C(C(=O)OC)=C1C
→ nt	-18%[12.8 µM]	0%
CC(C(=O)N1CCN(Cc2ccc3c(c2)OCO3)CC1)n1cc([N+](=O)[O-])cn1 (stereo not given)
→ -6%	-5%	-4%
CC(=O)Nc1ccc(NC(=O)c2ccc3c(c2)CCN3S(C)(=O)=O)cc1
→ 0%	1%	-11%
CC1=NN(c2ccc(Cl)cc2)C(=O)C1C(c1ccccc1O)c1c(C)[nH]n(-c2ccc(Cl)cc2)c1=O (stereo not given)
→ 5%	-12%	?
O=C(O)c1ccc2c(c1)c1c3n2CCNC3CCC1 (stereo not given)
→ -16%	3%	-1%
COc1ccccc1CNC(=O)c1cc(C(C)=O)c[nH]1
→ -1%	-17%	14%
CCOC(=O)C1=C(C)OC(N)=C(C#N)C1c1ccc(OC)c(CSc2ccccn2)c1 (stereo not given)
→ -14%	-3%	-2%
O=C1CCCCCN1C(=O)c1ccc(C(=O)N2CCCCCC2=O)cc1
→ -4%	-5%	-3%
CC(C)n1c(C(=O)OCC(=O)NCc2ccc3c(c2)OCO3)cc2sccc21
→ -5%	15%	2%
Cc1ccc(-n2c(=O)c3sccc3n(CC(=O)NCc3ccco3)c2=O)cc1
→ -21%	-5%	1%
CCc1noc(C)c1C(=O)OCC(=O)Nc1nc(-c2ccc(F)c(F)c2)cs1
→ -7%	nt	-19%
C=CCSc1nnc(NC(=O)c2ccc(NC(C)=O)cc2)s1
→ 1%	11%	-7%

Structures above containing a cyano group, in the order listed:
Every second line gives: GCN5L2 inh	N370S GC mod	FEN1 inhibitor
N#Cc1ccccc1Cn1c(=O)n(-c2cccc(C(F)(F)F)c2)c(=O)c2sccc21
→ 1%	nt	-6%
CCOC(=O)C1=C(C)OC(N)=C(C#N)C1c1ccc(OC)c(CSc2ccccn2)c1 (stereo not given)
→ -14%	-3%	-2%

(listing goes on)
Every second line gives: GCN5L2 inh	N370S GC mod	FEN1 inhibitor
Nc1ccc(-c2nnn(Cc3ccccc3F)n2)cc1
→ 2%	1%	-4%
O=C(C1CCN(c2ncnc3c2nc2n3CCCCC2)CC1)N1CCN(c2ccccc2)CC1
→ -3%	nt	0%
COc1ccc(OC)c(-n2c(-c3cnccn3)n[nH]c2=S)c1
→ -7%[0.501 µM]	-5%	16%
CC(NC(=O)C1CCCN(S(=O)(=O)c2cccc3nonc23)C1)c1ccccc1 (stereo not given)
→ -4%	-9%	5%
Cc1ccc(S(=O)(=O)NCc2cccnc2)cc1C(=O)N1CCCC1
→ -1%	0%	-1%
O=C(Nc1ccc(S(=O)(=O)N2CCOCC2)cc1)c1ccc2c(c1)S(=O)(=O)c1ccccc1C2=O
→ -19%	-5%	-2%
Cc1ccc(NC(=S)N(Cc2ccco2)C(C)c2cccs2)c(Cl)c1 (stereo not given)
→ -5%	-4%	0%
NC(=O)C1CCCN(CCc2ccccc2)C1 (stereo not given)
→ ?	-17%	-14%
CCOC(=O)N1CCC(NC(=O)c2ccccc2C(=O)O)CC1
→ -17%	-7%	-16%
CN1CCN(C(=O)C2CCCN(c3ncnc4c3nc3n4CCCCC3)C2)CC1 (stereo not given)
→ -13%	1%	8%
COCC(=O)N1CCC2(CC1)CCN(c1ccccn1)CC2
→ 2%	-10%	nt
CS(=O)(=O)Nc1cccc(-c2nc(NCc3cccs3)c3ccccc3n2)c1
→ ?	-20%	nt
CCc1cc(S(N)(=O)=O)cc(CC)c1NC(C)=O
→ 3%	-9%	3%
CCC1CCC/C1=N\NC(=O)CCC(=O)Nc1ccccc1Cl (stereo not given)
→ 2%	10%	5%
COc1cccc(OC)c1C(=O)Nc1nc2c(s1)CCc1ccccc1-2
→ 0%	nt	-2%
Cc1ccc(C(=O)Nc2ccc(Oc3ccc(C(=O)O)c(C(=O)O)c3)cc2)cc1C
→ -1%	4%	2%
COc1cccc(CN2CCC(CO)(CC3CCCCO3)CC2)c1 (stereo not given)
→ -2%	7%	3%
COC(=O)c1cc(S(=O)(=O)N2CCN(c3cccc(Cl)c3)CC2)c[nH]1
→ -4%	-4%	-1%
COc1ccc(NC(=O)N(C)C[C@H]2Oc3ccc(NC(=O)CCN4CCOCC4)cc3C(=O)N([C@@H](C)CO)C[C@H]2C)cc1
→ 1%	nt	18%
COc1ccc(S(=O)(=O)Nc2ccc3oc(C)c(C(=O)O)c3c2)cc1
→ -10%	2%	13%
Cc1cc(C(=O)N2CCN(c3cc(Cl)ccc3C)CC2)c2c(C)nn(-c3ccccc3)c2n1
→ ?	nt	-11%
CNCCCOc1ccc(Cl)cc1C(C)(C)C
→ -1%	-8%	13%
COc1cc(C(=O)O)ccc1OCC(=O)N1CCOCC1
→ -2%	-1%	0%
Cc1oc2ncnc(N3CCCCC3)c2c1C(=O)N1CCN(c2ccc(Cl)cc2)CC1
→ -6%	nt	3%
CCN(CC1CCCN(CCc2cccc(F)c2)C1)C(=O)c1cc(C)oc1C (stereo not given)
→ -21%	-6%	13%
Cc1ccccc1-c1nc2sc(C)c(C)c2c(=O)o1
→ 0%	-4%	3%
CCn1c(=N)n(CC(O)c2cccs2)c2ccccc21 (stereo not given)
→ 4%	-4%	-3%
COCC(=O)NCc1nc2ccccc2n1Cc1ccccc1F
→ -5%	5%	6%
CCOc1ccc(/C=C/C(=O)Nc2ccccc2C(F)(F)F)cc1
→ 1%	22%	3%
CC(C)CC(NC(=O)c1cccc(Cl)c1)C(=O)O (stereo not given)
→ -11%	13%	-3%
NC(=O)c1ccc(NC(=O)CCCc2nc(-c3ccccc3Cl)no2)cc1
→ 12%	-2%	-2%
Cc1ccc(-c2nc(CC(=O)Nc3cccc(S(=O)(=O)NC4=NCCC4)c3)cs2)cc1
→ -2%	nt	10%
CCCSC1=NC2(CCN(C(=O)NC3CCCCC3)CC2)N=C1c1ccc(C)cc1
→ 17%	nt	1%
O=c1oc2ccc3ccccc3c2cc1-c1nnc(-c2cccs2)o1
→ -7%	-4%	5%
Cc1cc(C)nc(-n2ncc3c2CC(c2cccc(Cl)c2)CC3=O)n1 (stereo not given)
→ -5%	9%	2%
N#Cc1c(-n2cccc2/C=N/O)sc2c1CCCC2
→ -5%	-2%	4%
COc1ccc(N2CCN(c3cc(C)c4ccc(C)cc4n3)CC2)cc1
→ -17%	2%	-10%
CCCn1nc2ccccc2c1P(=N)(N1CCOCC1)N1CCOCC1
→ -4%	2%	12%
COc1ccc(CNC(=S)Nc2cc(C)cc(C)c2)cc1
→ -10%	22%	-8%
CC(OC(=O)c1ccc2c(=O)n3c(nc2c1)CCCCC3)C(N)=O (stereo not given)
→ -15%	-7%	-9%

Compound profiles, from the list above. Screens in order: GCN5L2 inh | N370S GC mod | FEN1 inhibitor
Profile of `NS(=O)(=O)c1cc(C(=O)N2CCc3ccccc32)c(Cl)cc1Cl` : -10% | -1% | -3%
Profile of `COc1ccc(S(=O)(=O)Nc2ccc3oc(C)c(C(=O)O)c3c2)cc1` : -10% | 2% | 13%
Profile of `COc1ccc(CNC(=S)Nc2cc(C)cc(C)c2)cc1` : -10% | 22% | -8%
Profile of `COCC(=O)N1CCC2(CC1)CCN(c1ccccn1)CC2` : 2% | -10% | nt
Profile of `CCN1C(=O)N[C@H](c2ccc(Br)cc2)C(C(=O)OC)=C1C` : nt | -18%[12.8 µM] | 0%

The results go on.
Every second line gives: GCN5L2 inh	N370S GC mod	FEN1 inhibitor
Cc1ccccc1-c1nc(CS(=O)CC(=O)NCc2ccc3c(c2)OCO3)c(C)o1 (stereo not given)
→ -9%	2%	2%
COc1cccc(-n2c(=S)[nH]c3c(oc4ccccc43)c2=O)c1
→ -11%	1%	4%
Cc1ccccc1C(=O)NC1CCN(CC(=O)Nc2ccc(N(C)C)cc2)CC1
→ -1%	-2%	11%
O=C(N/N=C/c1cc([N+](=O)[O-])c(N2CCOCC2)cc1N1CCOCC1)c1cccnc1
→ -18%	?	-12%
COc1cccc(/C=C(/C(=O)OCC(=O)NCC2CCCO2)c2ccccc2)c1 (stereo not given)
→ -6%	-3%	14%
O=C(Oc1ccccc1)c1cccc2cccc(C(=O)Oc3ccccc3)c12
→ -8%	9%	-25%
O=C1CCC(c2ccccc2)(c2ccccc2)CC1
→ -3%	2%	1%
CCc1nc2ccc(C(=O)N3CCN(c4ccccc4F)CC3)cc2nc1CC
→ 0%&0%	-11%	-1%&19%
CC(=O)Nc1cccc(N=NN2CCOCC2)c1
→ 3%	-5%	8%
Cc1noc(C)c1C(=O)N1CCC2(CC1)CN(c1cccc(-c3ccccc3)c1)C2
→ -3%	-7%	nt
CC12CCC(C(=O)N3CCc4ccccc43)(CC1=O)C2(C)C (stereo not given)
→ -3%	-20%	0%
COc1ccc(-c2cc(=O)c3c(O)cc(O)cc3o2)cc1
→ -2%	-7%	-17%
CCOc1ccc(NC(=O)C(=O)NCc2ccncc2)cc1
→ 13%	3%	1%
Cc1ccc(S(=O)(=O)NCC(=O)N2CCCC2C(=O)O)cc1 (stereo not given)
→ 2%	-3%	-6%
COc1ccccc1NC(=O)CSc1nnc(Cc2cccn2C)n1-c1ccc(F)cc1
→ -19%	-12%	3%
CCOc1ccccc1C(=O)N1CCc2cc(OC)c(OC)cc2C1COc1ccc2c(C)cc(=O)oc2c1 (stereo not given)
→ -9%	nt	-21%
O=C(NCCc1ccccc1)c1nc(-c2ccc(Cl)cc2)n2c1CCCCC2
→ -9%	nt	-17%
CCCCOc1ccccc1C(=O)N(Cc1ccc(C)o1)C1CCS(=O)(=O)C1 (stereo not given)
→ -6%&0%	-21%	-6%&-8%
CCc1ccc(NC(=O)c2ccc(S(=O)(=O)NCc3cccnc3)cc2)cc1
→ -3%	0%	6%
NC(=O)c1ccc(NC(=O)COC(=O)c2ccc3c(c2)OCO3)cc1
→ 3%	nt	-9%
CC(=O)c1ccc(NC(=S)NCCc2ccccn2)cc1
→ -4%	4%	5%
CCOc1ccccc1CNC(=O)C1CCN(c2nn3c(=O)cc(C)nc3s2)CC1
→ -10%	-5%	19%
Cc1cccc2sc(N(CCCN(C)C)C(=O)c3ccco3)nc12
→ -5%	-5%	-10%
COc1cccc(-c2nccc(NC3CCNCC3)n2)c1
→ 0%	-15%	nt
CC(Nc1cccc2ccccc12)C(=O)N/N=C/c1ccc([N+](=O)[O-])cc1 (stereo not given)
→ ?	7%	-12%
COC(=O)c1c(NC(=O)c2nc(SC)ncc2Cl)sc2c1CCCC2
→ -4%	nt	-1%
C=CCOc1ccc(CNc2ccc3[nH]c(=O)[nH]c3c2)cc1OCC
→ -4%	3%	-28%
O=Cc1ccc(C(=O)OCC(=O)NCc2ccco2)cc1
→ -6%	nt	3%
O=C(COC(=O)c1cc([N+](=O)[O-])ccc1N1CCOCC1)Nc1ccc(Cl)cn1
→ -18%	0%	4%
COc1ccc(/C=C(\NC(=O)c2ccccc2)C(=O)OCC2CCCN3CCCCC23)cc1OC (stereo not given)
→ -6%	1%	5%
COc1ccc(N(Cc2cc3cc(OC)ccc3[nH]c2=O)C(=O)C2CCCO2)cc1 (stereo not given)
→ -7%	7%	-8%
Cc1ccc(-c2nn(CC(=O)Nc3ccc4c(c3)nc3n4CCOC3)c(=O)c3ccccc23)cc1
→ 5%	?	-7%
CNC(=S)N/N=C(\C)c1ccc2c(c1)OCO2
→ -2%	-4%	-12%
CCCCSc1nnc2c(n1)OC(c1ccc(Br)s1)N(C(C)=O)c1ccccc1-2 (stereo not given)
→ -14%	nt	3%
Cn1c(CNC(=O)c2ccco2)nnc1SCC(=O)Nc1cccc(Br)c1
→ -18%	6%	-8%
CN(C)C(=O)CSc1ncccc1-c1nc2ccccc2[nH]1
→ 2%	1%	5%
COc1ccc(C2=NN(C(=O)CN3CCOCC3)C(c3nc4ccccc4[nH]3)C2)cc1 (stereo not given)
→ -7%	-16%	-1%
Cc1ccc(/C=C/C(=O)Nc2ccc(S(=O)(=O)Nc3cc(C)nc(C)n3)cc2)cc1
→ -1%	-1%	15%
COc1cc(C=O)ccc1Oc1cnccn1
→ -2%	-1%	11%

Bioassay records from PubChem.
